Bioassay records from PubChem BioAssay.
phage Ecoli inh – E. coli growth loss with phage present | growth absorbance | inhibition, % at 11.9 µM | actives 0.26% (n = 360,000) | AID 651602; in the data active = inhibition above about 11%
PfHsp90 set2 – growth inhibition of yeast expressing Plasmodium Hsp90 | S. cerevisiae expressing PfHsp90, BacTiter-Glo ATP, 48 h; yeast lacking PDR1 and PDR3 efflux regulators | inhibition, % at 9.4 µM | actives 0.32% (n = 310,000);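 active = every replicate shows inhibition above about 80%, whatever the replicate mean, limit read from the data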;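 also: 0% = DMSO neutral controls and 100% = 20 µM radicicol positive controls; yeast relying on Plasmodium falciparum Hsp90 in place of its own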
Pemphigus Ab inh – blocks pemphigus antibody binding to human desmoglein-3. P32926. DSG3-coupled beads, scFv-anti-DSG3-GFP binding, flow cytometry; active compounds read low. binding (percent of control), % at 10 µM. actives 0.48% (n = 310,000);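 active = binding more than 3 SD below its plate's average and above zero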;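 also: hits lower antibody fragment binding to DSG3; some compounds called inactive have numbers as strong as hits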
Target sequence (P32926 whole entry, looked up, the tested form may be a part): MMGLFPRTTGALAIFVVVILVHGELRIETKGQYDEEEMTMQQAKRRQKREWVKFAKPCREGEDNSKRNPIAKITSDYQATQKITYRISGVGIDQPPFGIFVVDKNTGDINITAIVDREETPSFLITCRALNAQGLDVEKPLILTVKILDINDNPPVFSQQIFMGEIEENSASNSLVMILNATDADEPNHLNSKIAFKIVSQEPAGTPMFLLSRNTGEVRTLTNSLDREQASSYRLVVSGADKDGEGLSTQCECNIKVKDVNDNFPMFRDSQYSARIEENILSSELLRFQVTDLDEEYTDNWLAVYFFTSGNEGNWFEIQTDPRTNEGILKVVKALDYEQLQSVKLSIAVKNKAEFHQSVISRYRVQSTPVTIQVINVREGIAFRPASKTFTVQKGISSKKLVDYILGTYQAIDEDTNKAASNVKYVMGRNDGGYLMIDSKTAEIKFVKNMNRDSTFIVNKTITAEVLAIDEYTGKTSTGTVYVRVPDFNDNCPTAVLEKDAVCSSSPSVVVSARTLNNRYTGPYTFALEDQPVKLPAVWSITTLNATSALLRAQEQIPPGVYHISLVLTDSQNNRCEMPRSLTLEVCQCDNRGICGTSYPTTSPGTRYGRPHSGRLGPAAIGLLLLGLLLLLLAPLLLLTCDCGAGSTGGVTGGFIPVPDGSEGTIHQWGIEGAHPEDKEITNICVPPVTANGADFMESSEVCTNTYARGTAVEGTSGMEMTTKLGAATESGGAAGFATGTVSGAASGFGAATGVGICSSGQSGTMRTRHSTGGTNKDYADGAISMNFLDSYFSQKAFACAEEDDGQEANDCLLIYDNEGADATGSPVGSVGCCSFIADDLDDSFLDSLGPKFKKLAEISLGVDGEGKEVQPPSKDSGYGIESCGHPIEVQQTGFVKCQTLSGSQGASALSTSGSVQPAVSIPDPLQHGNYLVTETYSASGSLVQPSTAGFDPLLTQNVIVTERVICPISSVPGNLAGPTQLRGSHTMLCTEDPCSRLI
HTR5A inv ag – inverse agonist of human HTR5A in OPRM1-OPRD1 counter-screen; actives 0.083% (n = 340,000); P47898; inhibition, % at 9.3 µM; HTR5A cell line, luminescence, inverse agonism; in the data active = inhibition mostly above about 23%, no sharp cut-off; inactive = mostly below about 18%;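 also: 0% = cells with DMSO and 100% = no-cell wells with DMSO; some compounds called inactive have numbers as strong as hits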
MOR-DOR inv ag – inverse agonists of human mu-delta opioid receptor heterodimerization | inhibition, % at 9.3 µM | cell-based MOR-DOR heterodimer luminescence, inverse agonism | AID 504357 | actives 0.21% (n = 340,000) | P35372+P41143; in the data active = inhibition above about 22%, passing the limit was not always enough;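 also: 0% = cells with DMSO and 100% = wells without cells with DMSO; values of inactives mirror those of a sister screen read the other way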
AddAB inh – less growth of phage-infected E. coli with AddAB. inhibition, % at 11.9 µM. AID 435030. E. coli expressing H. pylori AddAB, absorbance growth. actives 0.29% (n = 330,000); in the data active = inhibition above about 12%;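 also: 0% = vehicle wells of infected cells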
PKA-R1A activ – PKA-R1A complex activation | P00514+P68181 | PKA-R1A dissociation, Cy5-IP20 fluorescence polarization; scaled: DMSO 0%, 113 µM cGMP 100% | activation, % at 11.4 µM | actives 0.083% (n = 340,000);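 active = percent activation above the mean of all tested compounds plus 3 SD, cut at about 19% in these data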;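 also: higher means more PKAc released from R1A so a rise in polarization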
MOR-DOR ag – OPRM1-OPRD1 heterodimerization agonism; P35372+P41143; cells, luminescence; actives 0.3% (n = 340,000); activation, % at 9.3 µM; in the data active = activation above about 18%;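 also: 0% = vehicle-treated cells and 100% = reference agonist; values of inactives mirror those of a sister screen read the other way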
HTR5A ag – HTR5A agonism, opioid heterodimer counter-screen; HTR5A agonist assay, luminescence, cell-based; activation, % at 9.3 µM; actives 0.61% (n = 340,000); AID 504692; in the data active = activation mostly above about 9.5%, no sharp cut-off; inactive = mostly below about 7.6%;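 also: 0% = cells with vehicle only and 100% = reference agonist; strong numbers were not always called active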
Ecoli viability – bacterial growth inhibition, counter-screen for AddAB inhibitors; inhibition, % at 11.9 µM; actives 0.27% (n = 330,000); E. coli V3065 growth, OD600 absorbance, 18 h;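 active = inhibition above the campaign's mean inhibition across all tested compounds plus 3 SD, cut at about 9.9% in these data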;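 also: uninfected addAB+ strain grown without phage in ampicillin broth; 0% = DMSO wells and 100% = ciprofloxacin 0.95 µg/ml wells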
SUMO Mot1 rescue – inhibitors of SUMOylation pathway: yeast Mot1-301 growth rescue; growth rescue, % at 18.8 µM; actives 1% (n = 320,000); AID 2716; S. cerevisiae Mot1-301 growth rescue, ATP luminescence, 38.5C; percent above DMSO median, 100 means doubled;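 active = every valid replicate shows activation above 250% relative to neutral control wells; inactive = the rest, any valid replicate at or below 250%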;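 also: OY570 slx delta 5 strain wells were the positive control but not used for scaling; some compounds called inactive have numbers as strong as hits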
Numbers without * were called inactive; . = no result given.

SMILES	phage Ecoli inh	PfHsp90 set2	Pemphigus Ab inh	HTR5A inv ag	MOR-DOR inv ag	AddAB inh	PKA-R1A activ	MOR-DOR ag	HTR5A ag	Ecoli viability	SUMO Mot1 rescue
CC(=O)c1ccc(C(=O)N2CCC(n3nccc3NC(=O)C3CC3)CC2)cc1	4.7	2	106	11	5	0.8	-9	-1.7	2	-1.0	375
CCN(CC(=O)Nc1ccc(OC)cc1)C(=O)c1ccc(N2C(=O)CCC2=O)cc1	0.9	14	.	0	14	1.4	-6	-3.5	3	3.2	0
CCn1c(SCC(=O)N/N=C/C=C/c2ccco2)nc2ccccc21	3.7	-46	101	8	-15	3.6	5	2.9	-3	-1.9	-14
Cc1cccc(C2=NN(c3ccccc3)[C@@H](C(=O)N3CCOC3=O)[C@@H]2C)c1	3.0	-9	97	-4	-29	-0.4	-2	6.0	1	-1.4	.
COc1ccc(F)c(CN2CCC(N3CCC(C(=O)N4CCOCC4)CC3)CC2)c1	-0.9	37	100	11	3	-0.2	1	-0.7	-4	-1.5	2
Cc1ccc2nc(SC(C)C(=O)NCc3ccco3)[nH]c2c1 (stereo unspecified)	3.6	23	104	14	4	-2.4	3	-0.7	-4	-2.4	207
Cc1ccc(C(=O)OCc2nnc(-c3ccccc3)o2)cc1S(=O)(=O)N1CCOCC1	0.2	4	99	-13	10	1.6	-2	-1.6	-2	-0.5	.
CCCOc1ccc(C(=O)Nc2ccc(CN3CCOCC3)cc2)cc1	4.6	-1	97	6	3	4.8	-3	-0.7	-2	2.9	178
CC(=O)Nc1ccc(NS(=O)(=O)c2ccc3ccccc3c2)cc1	3.8	.	.	-26	-12	3.9	-1	2.0	10	0.0	33
COc1ccc(NC(=O)CSc2cc(C(=O)c3nccn3C)c3ccccc3n2)cc1	5.6	0	101	-9	5	3.3	-3	-0.9	3	0.8	-4
O=c1[nH]ncn1-c1ccccc1C(F)(F)F	2.0	15	.	2	2	2.0	-7	-0.3	-2	-0.8	6
O=S(=O)(NCCO)c1cccc2cccnc12	3.3	0	109	-7	9	0.9	-2	-1.9	2	-2.0	13
COCc1cc(C)n(CC(=O)Nc2ccccc2C(=O)OC)c(=O)c1C#N	2.8	.	103	-23	-2	0.2	6	0.4	-1	-0.3	-7
COc1ccccc1NC(=O)c1cc(-c2ccc(OC)c(OC)c2)nc2ccccc12	1.0	-17	105	8	2	.	13	-0.5	-2	.	.
Cc1cccc(COc2ccc(/C=C3/C(=O)N(C)C(=S)N3C)cc2)c1	5.0	-16	114	14	-1	-0.9	-4	0.2	-4	-0.8	-19
COc1cc(-c2[nH]ncc2CN2CCN(Cc3cccs3)CC2)cc(OC)c1OC	-0.5	-17	111	-3	-28	-2.2	-13	5.5	1	-2.7	-16
CCN(CCCNC(=O)COc1cc(=O)n(C)c2ccccc12)c1cccc(C)c1	0.6	14	105	-9	-11	0.2	0	2.4	3	-0.7	-4
CCCN(CCC)S(=O)(=O)c1cccc(C(=O)Nc2ccc3c(c2)OCO3)c1	2.5	.	96	-16	-2	-1.8	-15	0.4	2	1.2	-14
C#CCn1c(S(=O)(=O)Cc2ccccc2Cl)nc(-c2ccccc2)c1-c1ccccc1	2.7	9	99	-3	15	-0.8	-13	-2.7	4	-1.9	-7
Cc1cccc(NC(=S)NCc2ccco2)n1	2.3	10	95	-6	8	3.4	-2	-1.5	2	1.0	.
C/C(CC1CC(COCC(C)C)OC1=O)=N\NC(N)=S (stereo unspecified)	4.4	16	100	-13	-19	2.8	-2	2.8	-4	-0.5	-2
CC(C)C(NC(=O)C1CCCCC1)C(=O)Nc1ccccn1 (stereo unspecified)	4.0	-4	100	-1	-4	2.9	13	0.8	0	2.8	-9
CCCCOC(=O)NC1CCS(=O)(=O)C1 (stereo unspecified)	1.9	3	97	-18	9	1.6	1	-1.8	9	0.2	-11
Cc1onc(-c2ccccc2)c1C(=O)N1CCN(CCc2ccccc2)CC1	2.9	-19	100	1	3	1.8	5	-0.6	0	0.0	40
COc1ccc(C(C(=O)NC2CCCCC2)N(Cc2ccco2)C(=O)c2ccccn2)c(OC)c1 (stereo unspecified)	1.3	34	.	-15	10	0.7	-9	-1.5	5	0.9	6
Following part:
SMILES	phage Ecoli inh	PfHsp90 set2	Pemphigus Ab inh	HTR5A inv ag	MOR-DOR inv ag	AddAB inh	PKA-R1A activ	MOR-DOR ag	HTR5A ag	Ecoli viability	SUMO Mot1 rescue
COc1cc(/C=N/NC(=O)COc2ccccc2C)ccc1OC(=O)c1cccs1	2.5	13	101	-6	14	0.0	14	-2.5	2	0.1	.
Cc1ccccc1C(=O)NCC(=O)OC(C)C(=O)Nc1cccc(S(=O)(=O)N2CCOCC2)c1 (stereo unspecified)	0.2	25	107	6	-4	0.9	-7	0.8	-3	0.6	-2
Clc1cccc(/C=N/Nc2ncnc3ccccc23)c1	3.9	56	.	1	-12	4.5	1	2.4	0	2.3	-28
Cc1noc(C)c1C(=O)OCC(=O)Nc1ccc(N2CCOCC2)cc1	3.7	-2	100	-9	13	1.9	-9	-3.5	-3	2.3	-19
COC(=O)/C=C1\SC(=NC(=O)c2cccc([N+](=O)[O-])c2)NC1=O	0.6	-5	96	0	13	2.1	1	-2.1	6	0.4	1
CCOc1ccc(NC(=O)c2ccc(Cn3nc(C)cc3C)o2)cc1	-0.7	-35	113	4	2	0.3	3	-0.5	-1	4.1	-5
CN(C)c1ccnc(-n2cccc2/C=N/OCc2ccc(F)cc2Cl)c1C#N	1.9	-10	96	19	-1	5.3	-1	0.2	1	2.0	63
COC(=O)c1ccc(N2CCN(S(=O)(=O)c3ccc(C)cc3)CC2)c([N+](=O)[O-])c1	1.2	18	.	-3	20	2.0	-5	-3.9	3	-1.1	3
COc1cc(OC)c(NC(=O)c2sc3ncn(CC(=O)N4CCN(c5ccccn5)CC4)c(=O)c3c2C)cc1Cl	-1.8	-5	100	0	9	-0.3	-4	-1.6	0	-1.3	12
CCC(=O)NC(c1cc(Cl)c2cccnc2c1O)C(C)C (stereo unspecified)	18*	-1	103	-5	7	15*	4	-1.2	-4	17*	7
COc1ccccc1/C=N/NC(=O)c1cc2c(OC)c(OC)ccc2[nH]1	-0.2	0	101	-17	-10	.	-14	2.1	4	.	18
CN1CC(=O)N(CC(=O)Nc2cccc(S(=O)(=O)N3CCOCC3)c2)C1=O	2.7	17	106	9	4	-1.7	-8	-0.8	-3	2.2	19
O=C(Nc1cccc([N+](=O)[O-])c1)c1ccc2nsnc2c1	2.0	-2	117	3	7	0.9	-12	-1.4	0	-0.1	2
COc1ccc(C2COc3cc(O)ccc3C2)c(OC)c1O (stereo unspecified)	0.5	.	99	-22	9	3.2	4	-1.6	5	1.8	-8
O=C(Nc1nnc(CCN2CCOCC2)s1)c1ccccc1	2.6	6	105	-10	-19	6.9	3	4.4	4	-1.1	-31
CCOC(=O)c1c(C)nc2ccccc2c1C	-0.7	-19	92	1	13	2.4	-1	-2.3	0	-0.6	-8
COc1ccc2[nH]c(C(=O)N3CCC(n4nccc4NC(=O)C4CC4)CC3)c(C)c2c1	0.6	4	104	-2	3	3.2	7	-0.5	2	1.4	-20
O=C(O)C1CCCN1S(=O)(=O)c1ccc2ccccc2c1 (stereo unspecified)	0.6	.	.	-31	-22	0.6	-3	3.7	12	-1.8	-42
CCCc1nnc(NS(=O)(=O)c2ccccc2)s1	0.6	-19	113	4	9	-1.5	-6	-1.9	-1	-3.4	-4
CCOC(=O)c1cccc(C(=O)OCC)n1	0.5	5	101	-18	8	0.9	-14	-1.4	0	1.0	131
CCN(CC)c1ccc(CNc2ccc(Br)cn2)cc1	6.3	2	105	-3	0	1.4	12	0.0	1	0.4	-7
COCCCNc1nc2ccccc2nc1NS(=O)(=O)c1cccc(C)c1	1.4	10	104	-10	22	-1.5	-3	-4.7	3	-0.5	-5
CCOC(=O)c1c(O)c2cc(Cl)ccc2n(CC)c1=O	4.9	.	97	.	.	1.6	.	.	.	0.3	2
CCc1nc(N)nc(N)c1-c1ccc(Cl)c([N+](=O)[O-])c1	2.3	-10	94	5	-2	.	-8	0.4	-1	.	.
CS(=O)(=O)N1CCc2cc(C(=O)N3CCCC3)ccc21	2.6	-31	100	17	1	-2.9	7	-0.1	-7	1.1	99

Some of the entries above in another layout.
Below each SMILES: phage Ecoli inh, PfHsp90 set2, Pemphigus Ab inh, HTR5A inv ag, MOR-DOR inv ag, AddAB inh, PKA-R1A activ, MOR-DOR ag, HTR5A ag, Ecoli viability, SUMO Mot1 rescue
O=C(Nc1cccc([N+](=O)[O-])c1)c1ccc2nsnc2c1
 : 2.0, -2, 117, 3, 7, 0.9, -12, -1.4, 0, -0.1, 2
COc1ccc(C2COc3cc(O)ccc3C2)c(OC)c1O (stereo unspecified)
 : 0.5, ., 99, -22, 9, 3.2, 4, -1.6, 5, 1.8, -8

(cont.)
SMILES	phage Ecoli inh	PfHsp90 set2	Pemphigus Ab inh	HTR5A inv ag	MOR-DOR inv ag	AddAB inh	PKA-R1A activ	MOR-DOR ag	HTR5A ag	Ecoli viability	SUMO Mot1 rescue
O=C(Nc1ncc2c(n1)-c1ccccc1CC2)c1ccccc1	0.0	-7	104	-5	18	5.2	-3	-4.1	2	-3.1	15
Cc1cc(C(=O)N/N=C/c2ccc(N(C)C)o2)cs1	1.7	-18	107	0	3	0.9	-2	-0.5	0	0.8	3
O=C(Cc1ccccc1)NCC(=O)Nc1cccc(Br)c1	-1.6	-4	100	-19	9	2.3	-10	-1.6	-1	-2.3	23
O=c1[nH]cccc1-c1nc2ccccc2n1Cc1ccc(F)cc1	0.6	24	100	7	9	-2.1	-4	-2.0	-2	-1.1	9
CC(=O)Nc1ccc(Nc2c3ccccc3nc3ccccc23)cc1	3.7	-2	105	11	-2	4.2	6	0.2	-4	9.1	-5
CC1O[C@@H]2O[C@](O[C@H](C)CC[C@@H](C)O)(c3ccccc3)O[C@@H]2C[C@H]1O (stereo partly specified)	1.2	19	96	-44	15	4.4	10	-2.6	15	-2.7	-2
COc1cccc(CNC(=O)CN(C)S(=O)(=O)c2ccc3c(c2)CC(C)N3C(C)=O)c1 (stereo unspecified)	4.7	-23	.	-21	17	1.5	4	-3.3	-2	0.1	-1
CC(C)CN(C(=O)C1=NN(c2ccccc2)C(=O)CC1)c1c(N)n(Cc2ccccc2)c(=O)[nH]c1=O	-1.0	11	.	-20	17	0.7	-1	-4.1	8	-1.1	123
CCN(CC)CC(=O)Nc1cccc2c1C(=O)c1ccccc1C2=O	3.1	-29	104	-7	-67	-0.9	1	9.3	3	0.1	4
COC(=O)COn1c(SC(C)C)nc2ccccc2c1=O	1.2	-13	102	1	-1	-1.8	-13	0.2	-1	-1.2	8
CCOC(=O)C(C)N1N=C(/C=C/c2ccc(C)cc2)CCC1=O (stereo unspecified)	2.0	16	103	-54	8	-0.2	-5	-1.5	21*	-1.2	2
O=C(NC(=S)Nc1ccc(CN2CCOCC2)cc1)c1cccc(F)c1	1.6	-9	.	-9	1	.	-6	-0.1	-2	.	.
CC(C)Oc1ccc(C(=O)NC2CCS(=O)(=O)C2)cc1 (stereo unspecified)	1.8	-21	100	-10	2	1.5	8	-0.4	-5	0.0	.
CSc1cc(C)nc(N(C)C(C)=O)n1	3.3	8	112	7	-1	0.8	-7	0.2	-1	2.1	0
CN(C)c1cccc(C(=O)NCc2ccc3c(c2)OCO3)c1	1.7	22	.	-40	-9	2.2	-7	1.3	4	-1.6	0
